Assay outcomes deposited in PubChem BioAssay by National Center for Advancing Translational Sciences (NCATS).
ELG1 genotox – genotoxicity induction in ELG1-luciferase HEK293T cells; 330,000 tested, 1.3% active; HEK293T ELG1-luciferase reporter, luminescence, 16 h; Potency, µM (highest dose often 46 µM), inactives show at the top dose activity change, positive = activation, actives largely listed as activators; further: % of control where 0% means no effect; nearly all actives have a fitted effect of over 60% in size
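Screening used a luciferase reporter fused to human ELG1 in HEK293T cells. Luminescence was read on a CCD plate imager after 16 hr exposure and 30 min ONE-Glo incubation.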
Gal4-VP16 FLuc – Gal4-VP16 reporter inhibition counter-screen; Drosophila S2 Gal4-VP16 UAS-luciferase, luminescence, 20 h; Potency, µM (doses to about 53.6 µM), for the others: top-dose activity, negative = inhibition, hits mostly inhibitors; 310,000 tested, 3.5% active;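 further: Gal4-VP16 expression switched on by copper sulfate through the metallothionein promoter; on the % scale 0 is the no-effect control and ±100 the full control effect; nearly all actives have a fitted effect of over 50% in size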
uPA surface inh – cell surface uPA generation inhibition. cell surface uPA generation assay, qHTS. Potency, µM (titrated, usually from 38.3 µM), for the others: at the top dose activity change, negative = inhibition, actives largely listed as inhibitors. 330,000 tested, 0.31% active; active means well fitted inhibition curve with a large enough effect; inconclusive means small, poorly fitted or top-dose-only effect; inactive means no such curve, though single readings can be large or run the other way; tested in mouse RAW 264.7 cells; further: on the % scale 0 is the no-effect control and ±100 the full control effect; nearly all actives have a fitted effect of over 55% in size
Rab9 promoter act – Rab9 promoter activation | Huh7 Rab9 promoter-luciferase reporter, luminescence, 24 h | Potency, µM (series often up to 9.22 µM), without a hit: top-dose activation, negative = inhibition, hits mostly activators | 320,000 tested, 2.8% active | AID 485297; further: % of control where 0% means no effect; nearly all actives have a fitted effect of over 60% in size
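Measured in stably transfected Huh7 cells bearing a Rab9 promoter–luciferase construct: 24 h compound treatment at 37 °C, followed by luminescence detection.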
FLuc modulator – firefly luciferase modulation, counter-screen for miR-21 project | AID 588342 | 360,000 tested, 6.9% active | Potency, µM (titrated, usually from 57.5 µM), for inactives: at the top dose activity change, negative = inhibition, usual class: inhibitors | P08659 | purified FLuc, Km substrates, luminescence inhibition;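 further: plate controls were vehicle for no effect and reference inhibitor for full effect; nearly all actives have a fitted effect of over 55% in size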
Target sequence (P08659 whole entry, looked up): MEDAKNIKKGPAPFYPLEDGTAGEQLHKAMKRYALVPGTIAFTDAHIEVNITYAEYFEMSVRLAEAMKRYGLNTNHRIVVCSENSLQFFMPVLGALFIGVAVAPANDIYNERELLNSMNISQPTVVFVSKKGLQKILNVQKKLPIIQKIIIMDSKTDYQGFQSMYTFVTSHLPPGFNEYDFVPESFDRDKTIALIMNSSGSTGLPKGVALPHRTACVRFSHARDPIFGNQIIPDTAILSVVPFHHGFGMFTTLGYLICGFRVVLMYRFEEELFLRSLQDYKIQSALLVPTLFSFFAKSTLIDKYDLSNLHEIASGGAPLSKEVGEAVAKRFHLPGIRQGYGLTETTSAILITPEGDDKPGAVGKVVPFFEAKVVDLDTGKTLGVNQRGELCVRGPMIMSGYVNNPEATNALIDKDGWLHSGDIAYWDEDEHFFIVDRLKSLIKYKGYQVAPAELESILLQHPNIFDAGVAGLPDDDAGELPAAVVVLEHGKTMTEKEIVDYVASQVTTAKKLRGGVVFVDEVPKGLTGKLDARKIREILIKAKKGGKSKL
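Purified P. pyralis luciferase, 10 nM final, with Km-level 10 uM D-luciferin and 10 uM ATP in 50 mM Tris acetate pH 7.5, 10 mM Mg acetate, 0.01% Tween-20, 0.05% BSA; 6-point qHTS titration about 60 µM downward; luminescence read.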
RORgamma inh – ROR gamma (mouse) transcription inhibition; P51450; Drosophila S2 Gal4-RORgamma UAS-luciferase reporter, 20 h; Potency, µM (highest dose often 53.6 µM), for inactives: at the highest dose activity change, negative = inhibition, most hits filed as inhibitors; 310,000 tested, 5.4% active; AID 2551; further: on the % scale 0 is the no-effect control and ±100 the full control effect; nearly all actives have a fitted effect of over 60% in size
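ROR gamma transcriptional activity was tracked as Gal4-UAS luciferase output in stably transfected Drosophila Schneider cells, with compound added 1 hr before 700 uM copper sulfate induction and a 20 hr ambient-temperature incubation.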
MBNL1 CUG block – inhibitors of human MBNL1 binding to CUG repeat RNA; Q9NR56; TR-FRET MBNL1-His/biotin-(CUG)12 binding, 665/545 ratio; Potency, µM (series often up to 57.5 µM), for inactives: at the highest dose activity change, negative = inhibition, usual class: inhibitors; 280,000 tested, 0.036% active; AID 2675; active means well fitted inhibition curve with a large enough effect in the signal ratio, with a control signal flat, not every such curve was filed as active; inconclusive means small, poorly fitted or top-dose-only effect, or effect the other way, or a change in a side signal; inactive means no such curve, though single readings can be large or run the other way; the % refers to the signal ratio; further: on the % scale 0 is the no-effect control and ±100 the full control effect
Target sequence (Q9NR56 whole entry, looked up): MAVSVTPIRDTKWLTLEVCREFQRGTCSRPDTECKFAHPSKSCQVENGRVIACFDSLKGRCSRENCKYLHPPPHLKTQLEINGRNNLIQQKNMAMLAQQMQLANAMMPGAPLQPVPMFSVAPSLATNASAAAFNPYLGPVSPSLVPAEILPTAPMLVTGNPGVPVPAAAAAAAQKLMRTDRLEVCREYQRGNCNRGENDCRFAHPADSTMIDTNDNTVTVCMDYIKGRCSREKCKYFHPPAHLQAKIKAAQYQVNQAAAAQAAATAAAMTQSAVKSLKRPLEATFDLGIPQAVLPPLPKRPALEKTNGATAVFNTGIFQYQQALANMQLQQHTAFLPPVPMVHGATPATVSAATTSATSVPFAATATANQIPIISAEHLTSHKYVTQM
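Compounds (final 92 nM to 58 uM) are added to His-tagged MBNL1 and biotin-(CUG)12, then terbium anti-His antibody and streptavidin-XL665 (5 nM final). After 60 min at room temperature, the 665/545 nm ratio is read.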
NPC1 promoter act – activators of NPC1 promoter | Huh7 NPC1 promoter luciferase reporter, 24 h | Potency, µM (titrated, usually from 9.22 µM), for the others: at the highest dose activation, hits mostly activators | 320,000 tested, 2.4% active | AID 485313;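 further: % of control where 0% means no effect; nearly all actives have a fitted effect of over 60% in size; reporter is driven by a mutant NPC1 promoter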
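Cells: Huh7 expressing luciferase under the NPC1 promoter, 1500/well. Seeded 2 h, compound added, incubated 24 h at 37 °C. Luciferase reagent, 10 min ambient, then luminescence.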
p53 reactivator – re-activators of mutant p53 | H1299 p53-A138V BP100-luciferase reporter, luminescence, 24 h | Potency, µM (top dose mostly 92.2 µM), without a hit: top-dose activity change, positive = activation, actives largely listed as activators | 320,000 tested, 0.063% active; further: % of control where 0% means no effect; nearly all actives have a fitted effect of over 45% in size
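H1299 (p53-null), stable ts p53-A138V + BP100-Luc; 1000 cells/well, Opti-MEM/10% FBS; cpd 4 pt, 1:5; 24 h, 37 deg C, 5% CO2; detection reagent 10 min RT; luminescence.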
BRCA1 expr act – increases BRCA1 expression | MCF7-BRCA1-FFLuc reporter, luminescence, 48 h; response scale: scaled: vehicle 0%, 10 µM genistein 100% | Potency, µM (series often up to 46.1 µM), for the others: top-dose activation, usual class: activators | 380,000 tested, 1.1% active; further: nearly all actives have a fitted effect of over 80% in size; some results filed as inactive show a strong effect at the top dose
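Quantitative HTS in MCF7 cells stably reporting BRCA1 expression via firefly luciferase. Compound treatment lasts 48 h at 37 °C in phenol-red free MEM. Activation is expressed relative to genistein at 10 microM and DMSO.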
* = called active by the depositor; ? = inconclusive; . = not tested or not shown; & = joins results of further samples; [ ] = remark or other dose. Unless noted, the call rests on the fitted dose curve; in most records, active means well fitted curve in the direction sought with a large enough effect; inconclusive means small, poorly fitted or top-dose-only effect, or another doubt; inactive means no such curve, though single readings can be large; an effect the other way counts as inactive or inconclusive. Potency means the concentration at half of the fitted maximal effect.

SMILES	BRCA1 expr act	RORgamma inh	uPA surface inh	Gal4-VP16 FLuc	MBNL1 CUG block	NPC1 promoter act	FLuc modulator	ELG1 genotox	Rab9 promoter act	p53 reactivator
Cc1c(C(=O)N2c3ccccc3Sc3ccccc32)cccc1[N+](=O)[O-]	-88.8%	-0.7%	-4.3%	-13.1%	?	3.1%	2.2%	1.3%	6.3%	1.7%
COc1cc(-c2cc(C(=O)Nc3cc(S(=O)(=O)N4CCOCC4)ccc3C)c3ccccc3n2)cc(OC)c1OC	-37.9%	.	8.2%	.	.	-3.4%	0.9%	-9.3%	-2.7%	-5.8%
O=C1c2cccnc2C(=O)N1Cc1ccc(S(=O)(=O)N2CCN(c3ccc(Cl)cc3)CC2)cc1	-8.1%	-25.1%	3.6%	-14.2%	0.6%	-5.0%	1.3%	-1.5%[9.26 µM]	-0.7%	1.7%
CCOc1ccccc1NC(=O)c1ccc(NC(=O)c2ccco2)cc1	-17.5%	31.1%	5.3%	16.5%	1.5%	2.9%	-3.0%	0.5%	-2.4%	1.2%
CC1CCCCN1C(=O)c1cc(F)c(F)cc1Cl (stereo not given)	-11.4%	5.4%	2.9%	-6.8%	-2.2%	0.2%	1.4%	-1.3%	-5.5%	-9.0%
O=C(NCCc1cn2ccccc2n1)c1ccc(Br)o1	3.8%	4.1%	3.1%	0.3%	1.5%	4.0%	1.1%	9.8%	-6.3%	17.1%
CCNc1ccc([N+](=O)[O-])cc1	12.0%	-19.8%	-1.3%	3.0%	?	-1.0%	-3.2%	0.0%	0.2%	-0.3%
CCOc1ccc(CCNC(=O)COC(=O)c2cccnc2Cl)cc1OCC	-17.6%	.	-2.0%	.	.	-0.7%	-0.8%	4.2%	-2.2%	8.0%

Next compounds follow.
SMILES	BRCA1 expr act	RORgamma inh	uPA surface inh	Gal4-VP16 FLuc	MBNL1 CUG block	NPC1 promoter act	FLuc modulator	ELG1 genotox	Rab9 promoter act	p53 reactivator
C=CC[C@H](CC(=O)OC(C)(C)C)C(=O)OC[C@@H]1CCCN1C(=O)[C@@H](CC=C)CC(=O)NCCO	0.3%	.	-1.7%	.	.	.	.	2.0%	.	-3.8%
COc1ccc(C(=O)Nc2cccc(NC(C)=O)c2)cc1OC	0.8%	-0.5%	2.8%	0.6%	-15.6%	0.8%	?	1.6%	-6.7%	12.6%
NC(=O)COC(=O)CCCc1nc2ccccc2s1	7.9%	?	2.0%	-26.9%	-3.3%	-0.1%	-3.7%	0.9%	0.1%	2.3%
Cc1c(C(=O)NC2CCCCC2)oc2ccc(F)cc12	75.5%	?	2.6%	-14.1%	13.6%	?	12µM*	?	?	14.9%
CC1=CC2(C#N)C3(N=C(N)C2(C#N)C(c2ccccc2)N1)OCCO3 (stereo not given)	-15.4%	-27.5%	-0.4%	-6.5%	-3.0%	-2.7%	-1.9%	-0.3%	-0.3%	5.3%
COc1cc2[nH]c(=S)n(N(C(C)=O)C(C)=O)c(=O)c2cc1OC	7.6%	14.6%	.	2.1%	0.8%	-0.5%	-0.3%	0.5%	-3.8%	19.1%
O=C1c2cccc(OCC(=O)N3CCCc4ccccc43)c2CCN1Cc1ccc(Br)cc1	-68.9%	?	-12.6%	-28.3%	14.1%	-4.5%	-2.1%	-13.8%	-6.2%	1.6%
Cc1nn(Cc2ccccc2Cl)c2sc(C(=O)NC(C)(C)C)cc12	-33.0%	-9.8%	-0.4%	4.5%	2.3%	3.7%	2.2%	3.2%	-18.7%	-4.6%

Profiles as entered above. Order of screens: BRCA1 expr act	RORgamma inh	uPA surface inh	Gal4-VP16 FLuc	MBNL1 CUG block	NPC1 promoter act	FLuc modulator	ELG1 genotox	Rab9 promoter act	p53 reactivator
C=CC[C@H](CC(=O)OC(C)(C)C)C(=O)OC[C@@H]1CCCN1C(=O)[C@@H](CC=C)CC(=O)NCCO in the list: 0.3%	.	-1.7%	.	.	.	.	2.0%	.	-3.8%
COc1cc2[nH]c(=S)n(N(C(C)=O)C(C)=O)c(=O)c2cc1OC in the list: 7.6%	14.6%	.	2.1%	0.8%	-0.5%	-0.3%	0.5%	-3.8%	19.1%

Other compounds.
SMILES	BRCA1 expr act	RORgamma inh	uPA surface inh	Gal4-VP16 FLuc	MBNL1 CUG block	NPC1 promoter act	FLuc modulator	ELG1 genotox	Rab9 promoter act	p53 reactivator
CCOC(=O)c1sc(=S)n(C)c1NC(=O)c1ccc(F)cc1	-19.4%	46.0%	7.0%	-3.5%	.	6.1%	-12.5%	-2.6%	-2.5%	2.1%
COc1ccc(-c2nnc(Nc3nc4c(OC)cccc4s3)o2)cc1	-71.2%	11.2µM*	-3.2%	12.6µM*	1.5%	6.6%	5.36µM*	?	-8.9%	?
Cc1ccc(-c2nc3ccc(Cl)cc3n2OC(C)C(=O)O)cc1 (stereo not given)	21.7%	20.4%	-2.5%	-1.8%	-3.5%	-0.1%	10.7µM*	?	0.1%	11.8%
O=C(CSc1nnc(-c2ccc(O)cc2)n1Cc1ccco1)c1ccccc1	0.5%	20.5%	-0.1%	16.6%	-5.9%	4.8%	-0.4%	-2.4%	-3.7%	-5.8%
Cc1ccc(S(=O)(=O)NCCS(=O)(=O)N2CCN(c3ccccc3)CC2)cc1	12.6%	15.2%	2.7%	-9.5%	0.9%	0.5%	-0.8%&1.2%	-4.4%	13.5%	0.6%
CC1(C)Cc2cccc(OCC(=O)OCC(=O)NCc3ccc(F)cc3)c2O1	-6.3%	.	28.2%	.	.	-0.7%	4.5%	2.1%	-5.9%	-2.1%
CCCn1c(SCC(=O)N2c3ccc(F)cc3CCC2C)nnc1-c1ccccn1 (stereo not given)	-43.5%	?	1.1%	-5.8%	-0.5%	0.0%	0.5%	-6.1%	-1.3%	-9.5%
N#CCCN(C(=O)COc1ccc(C#N)cc1)c1ccc(F)cc1	5.3%	33.6%	4.7%	2.6%	-0.2%	0.2%	-2.3%	-4.6%	-10.5%	0.2%

More structures
SMILES	BRCA1 expr act	RORgamma inh	uPA surface inh	Gal4-VP16 FLuc	MBNL1 CUG block	NPC1 promoter act	FLuc modulator	ELG1 genotox	Rab9 promoter act	p53 reactivator
COc1ccc2c(c1OC)C(=O)OC2N1C(=O)CC[C@H]1C(=O)Nc1ccc2c(c1)OCO2 (stereo not given in full)	6.7%	-6.4%	4.4%	-5.2%	1.2%	10.3%	-1.8%	6.4%	-6.6%	.
Cc1cc(C=C(C#N)C#N)c(C)n1-c1ccccc1	61.5%	33.0%	-1.6%	-1.6%	8.7%	?	4.78µM*	6.2%	?	17.0%
Cc1ccc(N(CC(=O)NC(C)C)C(=O)CCC(=O)Nc2nccs2)c(C)c1	3.3%	9.6%	-15.6%	4.2%	4.6%	-2.6%	-0.6%	-1.3%	-0.2%	-2.0%
Fc1ccc(CN2C3=NCCCN3c3ccccc32)cc1	-21.5%	-5.7%	0.3%	-2.7%	-6.1%	0.5%	-1.6%	-7.2%	4.0%	-6.3%
Cc1ccc(C)c(N2CCN(C(=O)Cn3cccc3)CC2)c1	-14.8%	36.1%	.	-2.0%	3.4%	2.1%	-7.9%	-10.3%	-1.6%	-1.4%
CC(=O)C1=C(O)C(=O)N(CCNCCO)C1c1ccccc1 (stereo not given)	1.2%	1.0%	-10.1%	-1.5%	-7.5%	-1.0%	-0.2%	0.3%	-0.5%	1.0%
CC(=O)N(C)/C=C1\Sc2ccccc2C1=O	-10.6%	20.8%	6.0%	14.6%	-3.6%	-3.1%	?	4.8%	-4.4%	8.8%
O=C(O)C1(O)C[C@H](O)C(O)[C@@H](O)C1 (stereo not given in full)	22.6%	-0.4%	-5.4%	-4.0%	.	1.1%	1.1%	0.6%	-4.2%	7.7%

Later entries
SMILES	BRCA1 expr act	RORgamma inh	uPA surface inh	Gal4-VP16 FLuc	MBNL1 CUG block	NPC1 promoter act	FLuc modulator	ELG1 genotox	Rab9 promoter act	p53 reactivator
COc1ccc(NC(=O)CN2C(=O)COc3ccc(S(=O)(=O)N4CCCCC4)cc32)cc1OC	-21.5%	25.0%	-2.0%	-1.9%	-1.3%	-0.3%	-3.2%&1.3%	-1.0%[9.26 µM]	0.1%	-6.7%
Cc1nc(N2CCN(C(=O)c3ccco3)CC2)c(C#N)c2c1CCCC2	37.7%	-15.6%	1.6%	?	-4.4%	-0.2%	-5.7%	-2.9%	15.9%	4.1%
CC(=O)N1c2ccccc2C2CCCC[C@@H]21 (stereo not given in full)	-3.0%	.	3.3%	.	.	-4.9%	-4.4%	12.6%	1.9%	-4.5%
Nn1c(SCC(=O)Nc2ccc(F)cc2)nnc1-c1cccnc1	-2.4%	33.0%	.	2.5%	-1.3%	0.6%	1.8%	-0.9%	0.2%	-3.5%
COc1ccccc1/C=C/C=N/NC(=O)c1ccco1	80.0%	?	-2.2%	?	?	?	16.9µM*	?	?	13.8%
COc1ccc2oc(C(=O)OCC(=O)Nc3ccc(C(=O)N(C)C)cc3)c(C)c2c1	17.0%	2.5%	-13.6%	0.7%	-0.8%	0.2%	?	?	21.0%	15.2%
O=C(Oc1ccc(C(=S)N2CCOCC2)cc1)c1cc([N+](=O)[O-])cc([N+](=O)[O-])c1	0.7%	-2.7%	0.0%	-1.8%	?	-0.2%	0.3%	1.5%	-2.6%	-2.3%
Cc1cc(Cl)c(O)c(-n2nc3ccccc3n2)c1	36.8%	23.6%	0.2%	-10.9%	.	?	?	6.8%	?	6.2%
